Source: PubChem
MsrA inh – bovine MsrA inhibition | purified bovine MsrA, absorbance read-out | inhibition, % at 15.5 µM | 0.75% of 360,000 active | AID 651718; in the data active means inhibition above about 4.5%;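 further: 0% = vehicle wells with enzyme and 100% = reference inhibitor wells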
PABP1 MLLE inh – blocks PAM2 peptide binding to the PABP1 MLLE domain; inhibition, % at 20 µM; AID 588489; GST-MLLE / FITC-PAM2 fluorescence polarization; 0.36% of 360,000 active; P11940; in the data active means inhibition above about 35%, passing the limit was not always enough;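 further: plate controls were DMSO wells with GST-MLLE for no effect and wells lacking GST-MLLE protein for full effect; some results filed as inactive read as strong as hits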
Target sequence (P11940 whole entry, looked up, the tested form may be a part): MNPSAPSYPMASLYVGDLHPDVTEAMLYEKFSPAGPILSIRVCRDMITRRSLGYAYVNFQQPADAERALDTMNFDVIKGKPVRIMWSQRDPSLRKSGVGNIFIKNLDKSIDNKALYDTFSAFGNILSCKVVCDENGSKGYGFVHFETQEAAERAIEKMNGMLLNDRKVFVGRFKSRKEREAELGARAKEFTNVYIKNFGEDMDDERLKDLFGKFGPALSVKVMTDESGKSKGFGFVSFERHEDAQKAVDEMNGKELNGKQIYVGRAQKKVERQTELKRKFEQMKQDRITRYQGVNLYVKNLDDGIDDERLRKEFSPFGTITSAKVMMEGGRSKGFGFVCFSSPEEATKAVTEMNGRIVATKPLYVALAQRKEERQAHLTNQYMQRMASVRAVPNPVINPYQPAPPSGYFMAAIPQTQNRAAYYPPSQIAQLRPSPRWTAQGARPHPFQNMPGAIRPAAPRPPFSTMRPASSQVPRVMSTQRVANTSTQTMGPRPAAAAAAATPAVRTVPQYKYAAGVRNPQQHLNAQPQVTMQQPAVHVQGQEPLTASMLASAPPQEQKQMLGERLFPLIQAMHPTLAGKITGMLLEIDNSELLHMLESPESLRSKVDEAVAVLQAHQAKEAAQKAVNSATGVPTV
MT1-MMP act inh – MT1-MMP (human) activation inhibition | P50281 | 0.061% of 360,000 active | GFP/RFP ratio change, % at 20 µM | HT1080 RFP-PRO-GFP cells, GFP/RFP ratio fluorescence, overnight; percent of plate control window, DMSO zero;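 active means GFP/RFP ratio change of at least 30% with cell ATP level not reduced by more than half and red fluorescence within 50% of control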; further: strong numbers were not always called active
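Material: RFP-PRO-GFP reporter HT1080 cells. Dosing: single-point 20 µM compound, 1% DMSO. Controls: DMSO and RFP-L50D-GFP cell wells. Timing: cells overnight before dosing, compound overnight, 37 °C, 5% CO2. Measure: GFP/RFP fluorescence ratio.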
Tb MetRS inh – blocks T. brucei methionyl-tRNA synthetase activity. 0.4% of 360,000 active. inhibition, % at 11.9 µM. purified T. brucei MetRS, ATP depletion, Kinase-Glo luminescence. AID 624268;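 active means inhibition above a per-plate cutoff of the control wells' mean inhibition plus 3 SD, cut at about 5.5% in these data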;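 further: 0% = DMSO wells median and 100% = median of wells with control inhibitor compound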
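technique = Kinase-Glo luminescence, ATP depletion format | system = purified MetRS (methionyl-tRNA synthetase) enzyme from Trypanosoma brucei | timing = 15 min preincubation, 2 h reaction, all 25 °C | evaluation = percent inhibition versus plate control medians | dosing = single dose, 11.9 µM final nominal, 0.9% final DMSO | also added = substrates ATP, L-methionine and bulk Escherichia coli tRNA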
bovine MsrA act – activates bovine MsrA enzyme. purified bovine MsrA, absorbance read-out. AID 602163. activation, % at 10.6 µM. 0.3% of 360,000 active; in the data active means activation above about 7.5%;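 further: 0% = vehicle and 100% = reference activator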
FAS-TE inh – FAS thioesterase (human) inhibition; P49327; recombinant FAS-TE, OMFH fluorogenic substrate, fluorescence endpoint; inhibition, % at 15 µM; 0.67% of 360,000 active; AID 602261;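 active means compounds whose normalised, plate-corrected inhibition of enzyme fluorescence in the single-dose primary screen is 50% or more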;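 further: 0% = DMSO with enzyme and 100% = substrate without enzyme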
CendR NRP1 mod – NRP-1/CendR interaction modulation; O14786; FAM-RPARPAR peptide binding to NRP-1, fluorescence polarization; inhibition, % at 25 µM; 0.85% of 360,000 active; AID 602438;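 active means inhibition or corrected inhibition above about 18%, plus a signal ratio from 0.5 to 1.5, limit read from the data, passing the limit was not always enough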; further: strong numbers were not always called active
SKN-1 inh – C. elegans SKN-1 inhibition; C. elegans VP596 Pgst-4::GFP/RFP ratio, acrylamide-induced, 24 h; inhibition, % at 21.8 µM; 0.49% of 360,000 active; AID 624304;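 active means interference check ratio from 0.5 to 1.5 plus GFP to RFP signal ratio inhibition reaching or exceeding a fixed threshold, cut at about 30% in these data, passing the limit was not always enough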; further: some compounds called inactive have numbers as strong as hits
E coli Lon inh – E. coli protease La inhibition; 0.42% of 360,000 active; purified E. coli Lon protease, fluorescence polarization; inhibition, % at 7.94 µM; P0A9M0; in the data active means inhibition above about 13%, passing the limit was not always enough;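 further: 0% = enzyme with probe and DMSO and 100% = no enzyme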
An asterisk follows results filed as active; i = inactive; · = no result given.

| Molecule | MsrA inh | PABP1 MLLE inh | MT1-MMP act inh | Tb MetRS inh | bovine MsrA act | FAS-TE inh | CendR NRP1 mod | SKN-1 inh | E coli Lon inh |
| --- | --- | --- | --- | --- | --- | --- | --- | --- | --- |
| COc1cc(OC)c(NC(=O)CCNC(=O)Cn2cnc3ccccc3c2=O)cc1Cl | -0.4 | 4.3 | -1.7 | -3.4 | -13.2 | -15.5 | -8.0 | -15.3 | -1.4 |
| C#CCNC(=O)C1=C[C@@H](c2ccc(Br)cc2)C[C@@H](OCc2ccc(CO)cc2)O1 | 0.3 | -2.2 | -0.7 | -0.2 | -3.3 | 0.4 | 2.9 | 4.9 | -13.6 |
| O=C(/C=C/c1ccc(Cl)c(Cl)c1)n1cccn1 | -0.7 | -2.8 | -2.3 | -0.5 | -2.5 | 0.3 | -4.7 | -10.9 | 2.4 |
| O=S(=O)(Nc1cccc(S(=O)(=O)N2CCCC2)c1)c1ccc(F)cc1 | 0.1 | -0.9 | -0.8 | -0.3 | 0.6 | -6.0 | -13.9 | -3.6 | -8.5 |
| CCOC(=O)C(NC(=O)c1ccccc1)=C1CCCCC1 | -0.6 | 3.2 | 1.7 | -1.7 | -8.0 | -6.8 | -4.3 | -10.6 | -14.1 |
| O=C1CC(N2CCN(Cc3ccc4c(c3)OCO4)CC2)C(=O)N1Cc1ccc(N2CCCC2=O)cc1 (stereo unspecified) | -0.5 | -1.0 | -3.0 | -0.4 | -0.3 | -2.4 | -5.5 | 9.6 | -9.7 |
| O=CN(/C=C1\Sc2ccccc2C1=O)Cc1ccccc1 | 1.2 | 31.6 | 1.3 | -0.8 | -3.0 | -2.1 | -17.1 | -20.3 | -3.8 |
| COc1ccc(-n2c(C)c(C(C)=O)c(C(C)=O)c2C)cc1OC | 0.8 | -3.6 | 4.4 | 0.1 | -0.6 | -2.6 | 4.2 | 9.1 | -6.8 |
| C=CCn1c(O)c(N=NC(=O)c2cccnc2)c2cc(Br)ccc21 | 1.7 | -7.8 | -4.5 | -1.6 | -14.6 | -6.4 | 1.1 | -1.7 | 10.8 |
| O=C(CNC(=O)C12CC3CC(CC(C3)C1)C2)OCc1ccc(F)cc1Cl | -1.1 | -10.2 | 3.3 | -0.3 | -0.2 | 13.4 | 0.7 | -6.6 | -7.3 |
| Fc1ccc(C2CCCCN2Cc2nc(CC3CC3)no2)cc1 (stereo unspecified) | 2.0 | -2.9 | 1.1 | -0.8 | 3.4 | 4.0 | 7.5 | -2.2 | -2.8 |
| COc1cc(CNc2ccc3[nH]c(=O)[nH]c3c2)cc(Br)c1OCC(=O)NC(C)(C)C | 1.1 | -3.2 | -6.0 | -0.2 | -5.5 | -1.6 | -7.0 | -1.6 | -3.6 |
| CN1CCN(C(=O)c2cc(COc3ccccc3)on2)[C@@H](c2ccccc2)C1 | 0.3 | -9.9 | 2.2 | 0.5 | -1.1 | 3.1 | 9.2 | 18.8 | -5.7 |
| Cc1cc(Cl)c(S(=O)(=O)NCc2ccccc2)cc1OCC(N)=O | -0.2 | -9.4 | 0.2 | 0.2 | 2.0 | -9.9 | 5.1 | -0.1 | -10.0 |
| CCN(CC)S(=O)(=O)c1ccc(-c2nnc(SC)o2)cc1 | 1.4 | 3.1 | 2.1 | 0.0 | 0.9 | -3.0 | -14.1 | -4.4 | -3.9 |
| Cn1c(SCC(=O)O)nnc1C1CCCCC1 | -1.1 | 5.3 | 1.3 | -0.1 | -2.5 | 1.4 | 6.3 | 6.8 | -3.7 |
| CCOc1nc(C)nc(NC(=O)NS(=O)(=O)c2ccccc2Cl)n1 | 0.3 | -14.8 | 4.1 | -0.5 | 0.9 | -4.1 | -1.5 | 9.5 | -14.6 |
| O=C(O)CCN1C(=O)/C(=C\c2ccncc2)SC1=S | 0.4 | 26.6 | 0.5 | -0.4 | -3.0 | -3.1 | 11.4 | -5.6 | 7.7 |
| COc1ccc(C(NC(=O)C2CCN(CCOc3ccc(Cl)cc3Cl)CC2)c2ccccc2C)cn1 (stereo unspecified) | 0.9 | 7.3 | -0.3 | 0.0 | -1.6 | 18.5 | -2.5 | 2.1 | -11.0 |
| COc1cc(-c2nnc(SCC(=O)O)n2-c2ccccc2)cc(OC)c1OC | -0.7 | -0.7 | -0.7 | -0.3 | -5.4 | -7.3 | 3.9 | -0.3 | 1.3 |
| COc1ccc2[nH]cc(C(=O)C(=O)N3CCCCC3)c2c1 | 1.1 | -4.1 | 4.0 | -0.8 | -2.5 | -4.2 | 5.2 | 18.1 | -4.2 |
| O=C(c1cc2nc(-c3cccs3)cc(C(F)(F)F)n2n1)N1CCCc2ccccc21 | 0.4 | -9.9 | -2.8 | -0.5 | -11.4 | 25.8 | -1.8 | -14.0 | -0.8 |
| CN(CC(=O)Nc1ccccc1Cl)C(=O)c1cc2c(s1)CCCCC2 | 1.4 | -5.3 | 9.7 | -0.5 | -1.2 | 10.6 | 4.4 | 7.7 | 1.9 |
| Cc1cc(Cl)ccc1OCCCC(=O)NCc1ccncc1 | -0.9 | 7.6 | 2.3 | 3.2 | -1.0 | -14.3 | -10.4 | -4.5 | -15.9 |
| Cc1ccc(C(NC(=O)N2CCOCC2)C(Cl)(Cl)Cl)cc1F (stereo unspecified) | -0.9 | 0.6 | 1.9 | -0.2 | -2.5 | -3.7 | 9.6 | 2.5 | 6.9 |

Three entries out of the list above, ordered by their value in MsrA inh, smallest number first.
structure	MsrA inh
O=C(c1cc2nc(-c3cccs3)cc(C(F)(F)F)n2n1)N1CCCc2ccccc21	0.4
COc1ccc2[nH]cc(C(=O)C(=O)N3CCCCC3)c2c1	1.1
CCN(CC)S(=O)(=O)c1ccc(-c2nnc(SC)o2)cc1	1.4

Carrying on:
| Molecule | MsrA inh | PABP1 MLLE inh | MT1-MMP act inh | Tb MetRS inh | bovine MsrA act | FAS-TE inh | CendR NRP1 mod | SKN-1 inh | E coli Lon inh |
| --- | --- | --- | --- | --- | --- | --- | --- | --- | --- |
| O=c1cc(-c2ccc(O)c(O)c2)oc2cc(O)c(C3OC(CO)C(O)C(O)C3O)c(O)c12 (stereo unspecified) | 2.5 | -4.9 | 4.6 | 0.8 | -5.6 | 0.4 | -60.3 | -11.6 | -9.9 |
| CCC(CO)Oc1cc(NCc2ccccc2OC)c2ncn(C(C)C)c2c1 (stereo unspecified) | 1.4 | 27.3 | -3.0 | -0.3 | -6.4 | -8.3 | 2.6 | -0.3 | 13.0 |
| N#Cc1cc([N+](=O)[O-])ccc1NC(=O)COC(=O)CN1C(=O)C2CCCCC2C1=O (stereo unspecified) | 0.5 | 6.3 | -0.8 | -0.1 | -1.8 | 1.3 | -1.9 | 2.5 | -5.9 |
| O=C(NCC(c1cccs1)N1CCOCC1)c1ccco1 (stereo unspecified) | 0.7 | 3.9 | 1.1 | -0.4 | -9.6 | -8.0 | -9.2 | 3.8 | -25.1 |
| C=CCn1c(C)cc(C(=O)CSc2n[nH]c(N)n2)c1C | 1.3 | -28.8 | -0.2 | -0.9 | -12.3 | -12.6 | -8.7 | -16.3 | 0.0 |
| COc1ccc(F)cc1C1=CC(=O)C[C@H](c2ccc3c(c2)OCO3)C1 | -0.4 | -17.6 | 0.8 | 0.1 | -3.8 | 30.1 | 25.3* | 11.2 | 2.5 |
| COc1ccc(NC(=O)Cn2nnc(C(N)=O)c2N)c(OC)c1 | -0.8 | -2.5 | -5.9 | -0.1 | -2.8 | -3.2 | 32.8* | -11.6 | 2.3 |
| CCOC(=O)c1cc(-c2ccc(F)cc2)n(CCC(=O)NC2CCN(Cc3ccccc3)CC2)c1C | 2.4 | -14.5 | 0.4 | -0.7 | -7.5 | 3.8 | 5.1 | -3.6 | -7.2 |
| Cc1ccc(/C=C2/NC(=O)N(Cc3ccccc3F)C2=O)s1 | 2.0 | -139.4 | -57.0 | -1.1 | -13.1 | -38.5 | -168.9 | 1.8 | -50.9 |
| c1ccc(-c2cn3c(n2)-c2ccccc2C3)cc1 | 0.1 | -17.3 | -2.8 | -2.1 | -4.0 | -10.1 | -7.7 | 24.3 | -7.1 |
| COc1cccc(CCNC(=O)C2CCC(=O)N(C3CC3)C2)c1OC (stereo unspecified) | 1.7 | 2.4 | 3.0 | 0.9 | -3.5 | -5.1 | 13.1 | 1.9 | 12.9 |
| Cc1nc2ccc(S(=O)(=O)NC(C(=O)NC3CCCC3)C(C)C)cc2s1 (stereo unspecified) | -0.6 | 4.5 | -1.2 | -0.4 | -0.2 | -7.5 | -0.3 | -2.4 | -4.3 |
| COc1ccc(C(=O)COc2ccc(C)cc2NC(C)=O)cc1 | -0.5 | -9.7 | 12.6 | -0.5 | -6.6 | -1.8 | 6.9 | -17.5 | 10.9 |
| O=C(Nc1ccc(F)c(Cl)c1)c1cc(C2CCCN(C(=O)C3CC3)C2)on1 (stereo unspecified) | 1.2 | -7.6 | 0.7 | -0.1 | -2.5 | 3.9 | -1.3 | 19.2 | 5.7 |
| Cc1sc2nc(CC(N)=O)[nH]c(=O)c2c1-c1ccccc1 | · | 14.8 | 2.2 | -0.8 | -4.9 | -14.3 | -1.9 | -3.6 | -15.5 |
| O=C(Nc1ccccc1Cc1ccccc1)c1ccccc1NS(=O)(=O)c1ccc(Cl)s1 | 0.5 | -0.5 | -15.3 | 0.1 | -5.5 | 40.0 | -7.6 | 5.5 | -11.1 |
| CC(=O)N/C(=C/c1ccccc1)C(=O)NC(Cc1ccccc1)C(=O)O (stereo unspecified) | -0.7 | 13.3 | 0.1 | -0.1 | -1.1 | -10.5 | 10.3 | 8.3 | -11.4 |
| Cc1noc(C)c1CSCC(=O)N(C)CC(=O)Nc1cccc(F)c1 | 0.2 | -1.3 | 5.1 | -0.3 | -2.2 | -5.4 | 22.3 | 5.8 | 2.8 |
| O=C(NC(=S)Nc1cccc(NC(=O)c2ccc(Cl)cc2Cl)c1)c1cccs1 | -0.1 | 34.0 | 2.6 | 0.3 | -4.5 | 21.8 | 3.4 | 13.1 | 5.1 |
| Cc1ccc(NCN2C(=O)C3C4C=CC(C4)C3C2=O)cc1 (stereo unspecified) | 0.5 | 2.5 | -0.5 | -0.4 | -2.2 | -6.3 | -12.0 | -7.7 | 1.6 |
| CC1CCN(C(c2ccc(N(C)C)cc2)c2nnnn2Cc2ccc(F)cc2)CC1 (stereo unspecified) | 1.0 | -2.8 | 1.0 | -1.2 | -2.7 | 22.4 | -1.7 | 7.0 | -7.4 |
| CC(C)(C)c1cc(NC(=O)CSc2nnc(N)s2)n(-c2ccccc2)n1 | 0.0 | -12.3 | 2.4 | -1.6 | -3.9 | -4.0 | -3.0 | 11.6 | 4.9 |
| CCOC(=O)c1coc(CNC(=O)c2c(C)oc3c2CCCC3)c1 | 0.8 | -0.9 | · | -1.4 | -8.8 | -4.4 | -5.7 | 7.7 | -2.0 |
| COc1ccccc1C(CC(=O)Nc1ccccc1C)c1ccc(OC(C)C)cc1 (stereo unspecified) | 0.0 | 0.3 | 0.6 | -0.6 | -2.9 | -2.0 | 7.8 | -1.9 | -2.5 |
| CCO[C@H]1OC(C(=O)NCc2nc3ccccc3[nH]2)=C[C@@H](c2csc3ccccc23)[C@@H]1CCCO | 1.4 | -4.4 | -5.9 | 7.6* | -4.5 | 2.7 | 8.9 | -2.2 | 2.8 |
| CON(C)C(=O)CC1(CN(Cc2ccccc2)C(=O)OC(C)(C)C)CCCCC1 | -0.6 | -8.1 | -4.6 | -0.3 | -0.5 | 14.4 | -0.3 | 6.6 | 10.3 |
| Oc1[nH]c2ccccc2c1N=Nc1ccccc1F | 1.4 | 145.0 | -105.3 | 0.1 | -4.8 | -136.3 | 132.2 | -12.8 | i |
